# From PubChem
# b-catenin transl – modulators of beta-catenin nuclear translocation, primary screen, imaging, HeLa cells, immunofluorescence, high-content; nuclear translocation activity, % at 5 µM; 190,000 compounds, 0.3% hits; AID 1665, 2009;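 active = nuclear translocation activity above 50% at 5 µM, with a well cell count of 50 or more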;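 note: per-cell ratio of nuclear to cytoplasmic median beta-catenin stain intensity; plate controls were DMSO negative control for no effect and GSK-3 inhibitor IX positive control for full effect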
#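 Test system: human HeLa cells, endogenous beta-catenin. Times: 24 h compound exposure, 37°C. Measured by: beta-catenin immunofluorescence imaging with DAPI.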
# Myeloid diff MLP – induction of myeloid progenitor differentiation, primary screen, cell-based, flow cytometry, MLPCN library. calls only at 10 µM. 360,000 compounds, 1% hits. ER-HoxA9 myeloid progenitors, lysozyme-GFP differentiation. AID 624256, 2012;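 active = normalized GFP-positive differentiation at or above the plate's own cutoff, the solvent-only control mean plus 3 SD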;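 note: cells exposed to compound for four days before flow analysis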
# PMI inhibitors – inhibitors of human PMI, primary screen, biochemical, fluorescence intensity, coupled assay (AID 1209); purified PMI enzyme, coupled fluorescence intensity; higher % means a stronger effect; inhibition, % at 20 µM; hits with a dose series show IC50 in µM; 190,000 compounds, 0.42% hits; in the data active = inhibition above about 50%;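 note: plate controls were DMSO vehicle for no effect and wells lacking substrate for full effect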
# T cell modulator – modulators of CD8 T cell-vesicle binding, primary screen, mouse 2C CD8+ T cells, flow cytometry | 2C CD8+ T cell-vesicle binding; stronger effect = lower value | calls only at 7 µM | 330,000 compounds, 0.068% hits;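 active = response, share of CD8 T cells binding vesicles, and their 90th percentile fluorescence all below set limits, cut at about 80% in these data, passing the limit was not always enough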
#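 Test system: purified 2C TCR transgenic mouse naive CD8+ T cells. Probe or stimulus: QL9-peptide-loaded Drosophila micro-vesicles bearing Ld, ICAM-1 and B7-1. Incubation: binding step 1.5 h, 37 °C, antibody labelling 20 min, ice. Measured by: flow cytometry of vesicle-bound cells.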
# TNAP activators – human TNAP enzyme activators, primary screen, biochemical, luminescent, no phosphate acceptor, uHTS (AID 1001); Alkaline phosphatase, tissue-nonspecific isozyme (Homo sapiens); purified TNAP, luminescent activation assay, no phosphate acceptor; higher activation fold means a stronger effect; activation fold at 20 µM; hits with a dose series show EC50 in µM; 200,000 compounds, 0.03% hits; in the data active = activation fold from about 3, or a potency from the dose series; inactive = the rest, 99 in 100 with activation fold below about 1.6; note: many of its hits are not listed in these tables
# Lipid droplet – inhibitors of hepatocyte lipid droplet formation, primary screen, imaging, high-throughput imaging, BODIPY stain | AML12 mouse hepatocytes, oleate lipid droplets | inhibition, % at 6.5 µM | 240,000 compounds, 0.4% hits;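 active = lipid droplet intensity inhibited by at least 50%, with more than 500 cells counted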
#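 Test system: AML12 mouse liver cells; schedule: overnight exposure; technique: high-content imaging of BODIPY-stained droplets and DAPI nuclei; read-out: % inhibition of corrected integrated BODIPY droplet signal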
# Ins promoter up – insulin promoter activators in MIN6 cells, imaging, high-content screening, mouse beta cells; MIN6 insulin promoter-GFP reporter; stronger effect = higher value; z-score at 5 µM; 190,000 compounds, 0.3% hits;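 active = z-score above 3 at 5 µM with at least 500 cells counted in the well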
# MT stabilize HCS – microtubule stabilizers in HeLa cells, primary screen, imaging, high-content imaging; HeLa tubulin immunostaining HCS, 24 h; share of cells brighter than vehicle mean+2SD; % tubulin-high responders, % at 10 µM; 200,000 compounds, 0.83% hits; AID 2205, 2009;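 active = plate Z-score above 3 for both tubulin-high and condensed-nucleus cell shares, with cell loss under 80%, at 10 µM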;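 note: anti alpha tubulin signal scored within the nucleus-defined area of each cell; some results filed as inactive read as strong as hits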
# Dynein cargo inh – inhibitors of GR-EGFP nuclear translocation, primary screen, dynein cargo transport inhibitor project, imaging, high-content, 3617.4 mouse cells | z-score, hits read low | test concentration mostly 20 µM; stimulated with dexamethasone, 1 µM; stronger effect = lower value | 220,000 compounds, 0.47% hits | AID 1381, 2008;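 active = plate z-score of nuclear minus cytoplasmic receptor signal below a set negative limit, without overly bright fluorescence or cell loss, cut at about -3.5 in these data, passing the limit was not always enough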;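 note: z-score of nuclear minus cytoplasmic ring GR-EGFP intensity difference per well; some compounds called inactive have numbers as strong as hits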
#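 Buffer or medium: tetracycline-free induction medium containing charcoal-stripped FBS / Reagent: dexamethasone agonist, 1.0 µM final, for 30 min / Technique: automated 10x imaging of fixed Hoechst-stained cells / Times: induction 48 h, compound 1 h, agonist 30 min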
# Dynein cargo inh cytoplasmic EGFP – also measured in Dynein cargo inh; calls as there; z-score; measured here: cytoplasmic GR-EGFP intensity; stronger effect = higher value
# Dynein cargo inh nuclear GR-EGFP – recorded beside Dynein cargo inh, whose call it bears; z-score; measured here: nuclear GR-EGFP intensity;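 lower value marks the stronger effect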
# Dynein cargo inh cell count – further read-out of Dynein cargo inh, marked with its call; z-score; measured here: cell count per field
# Ins promoter up cell count – also measured in Ins promoter up; calls as there; cell count; measured here: cytotoxicity, nuclei count;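 total cells summed across four imaged fields per well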
# Lipid droplet cells 6.5 µM – recorded beside Lipid droplet, whose call it bears; cell count; measured here: cell count, cytotoxicity flag;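 cells counted across two imaged fields per well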
# b-catenin transl cell count 5 µM – second read-out of b-catenin transl, no call of its own (marks repeat the call); cell count; measured here: cell count, cytotoxicity flag
# T cell modulator vesicle-bound % – recorded beside T cell modulator, whose call it bears; double positive events, %; measured here: CD8+ vesicle-bound cell fraction;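 binding gate set so that unloaded-vesicle control wells show 10% double positive cells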
# MT stabilize HCS Hoechst-high % – also measured in MT stabilize HCS; calls as there; % Hoechst-high responders; measured here: nuclear condensation Hoechst responders;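 share of cells brighter than vehicle mean plus two SD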
# MT stabilize HCS cytotoxicity % – also measured in MT stabilize HCS; calls as there; toxicity, %; measured here: cytotoxicity by cell density;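 0% = mean cell density of plate MIN control wells and 100% = no cells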
# Myeloid diff MLP GFP+ MAC1+ % – second read-out of Myeloid diff MLP, no call of its own (marks repeat the call); GFP+ MAC1+ double positive, %; measured here: differentiation confirmed by MAC1 staining
# An asterisk follows results filed as active; i = inactive; . = not tested or not shown; + = active, no number.
SMILES,b-catenin transl,b-catenin transl cell count 5 µM,Myeloid diff MLP,Myeloid diff MLP GFP+ MAC1+ %,PMI inhibitors,T cell modulator,T cell modulator vesicle-bound %,TNAP activators,Lipid droplet,Lipid droplet cells 6.5 µM,Ins promoter up,Ins promoter up cell count,MT stabilize HCS,MT stabilize HCS Hoechst-high %,MT stabilize HCS cytotoxicity %,Dynein cargo inh,Dynein cargo inh cytoplasmic EGFP,Dynein cargo inh nuclear GR-EGFP,Dynein cargo inh cell count
C=CCn1c(=O)n(C(=O)OCC)c2cc(Br)ccc21,-0.7,871,i,0.3,-2.8%,i,18.8,1,15.9,722,-0.15,1262,7.5,1.8,2.4,0.0239,-0.303,-0.157,0.384
N/C(Cc1ccc(Cl)cc1Cl)=N\OC(=O)c1ccccc1,0.3,1069,i,0.2,6.5%,i,61.7,1,14.3,659,-0.21,1233,2.1,2.8,6.6,-0.638,-0.16,-0.351,-0.425
O=C(CCCn1c(=S)[nH]c2cc3c(cc2c1=O)OCO3)N1CCN(c2ncccn2)CC1,0.2,1326,i,4.4,1.6%,i,10.7,1,.,.,-0.46,1633,1.4,0.9,11.3,-0.781,-0.159,-0.416,0.925
CC[C@H](C)C1NC(=O)[C@H](CC(=O)O)NC(=O)c2cc([N+](=O)[O-])cc(I)c2NCCC(C(N)=O)NC1=O (stereo partly drawn),.,.,i,0.9,-2.1%,.,.,1,-3.3,773,0.51,1318,3.5,1.5,7.1,-0.643,-0.196,0.222,0.763
O=C1CC(c2ccco2)=Nc2ccccc2N1,-0.1,1134,i,11.8,-15.2%,i,8.1,1.1,5.9,724,0.18,1224,2.9,1.6,4.0,-0.918,-0.298,-1,1.36
CCCN1C2CCCC1CC(NC(=S)Nc1ccc(OC)cc1)C2 (stereo not drawn),-1.4,1046,i,0.6,15.5%,i,33.2,1,-4.4,761,-0.14,1594,2.4,1.1,7.0,-0.049,-0.0447,0.641,-0.481
COc1cccc(/C=C2\N=C(SC)SC2=O)c1OC,-5.3,1039,i,2.1,4.6%,i,44.5,1.2,.,.,-0.58,1286,4.5,2.1,2.2,-0.338,-0.0155,0.265,-0.0359
COc1cc2cccc(OC)c(=O)c2c(OC)c1OC,2.0,1129,i,1.7,8.3%,i,19.0,1.1,0.3,702,1.15,1403,3.8,1.4,13.8,0.0668,-0.0863,0.0486,-0.377
CCOC(=O)c1ccc(CNC(=O)Cn2nnc(-c3ccccc3)n2)o1,0.8,1115,i,1.0,-4.2%,i,48.6,1.1,2.5,717,0.08,1198,3.3,1.9,4.2,0.141,-0.327,-0.0985,0.863
CCC(=O)Oc1ccc2c(C)cc(=O)oc2c1C(=O)CC,0.6,960,i,0.6,.,i,42.8,.,-0.9,735,-0.29,1429,.,.,.,-0.149,-0.279,-0.387,1.39
Cc1ccc(S(=O)(=O)c2c(N)n(CCCO)c3nc4ccccc4nc23)cc1,.,.,i,1.7,20.1%,i,23.9,1.1,2.9,866,-0.31,965,2.0,1.1,6.1,-1.04,-0.273,-0.424,0.388
COc1ccc(Cn2nnnc2C(c2cccs2)N2CCN(c3ccc([N+](=O)[O-])cc3)CC2)cc1 (stereo not drawn),-0.4,1029,i,2.0,19.7%,i,41.1,1.1,1.5,721,-1.25,1646,3.3,1.0,5.1,-0.338,1.07,-0.0909,0.471
CC1=C(C#N)C(C)C2=C(CC(C)(C)CC2=O)N1 (stereo not drawn),0.3,1103,i,0.4,6.0%,i,43.3,1.1,19.1,815,0.76,1061,2.8,1.9,5.3,-0.47,-0.169,-0.0225,0.115
CC(=O)c1cccc(S(=O)(=O)N2CCC(C(=O)O)CC2)c1,-1.6,1103,i,0.7,-11.1%,i,5.4,1.1,15.4,678,0.6,1212,4.0,2.1,3.1,0.732,-0.298,0.454,0.221
COc1ccccc1NS(=O)(=O)c1cc([N+](=O)[O-])ccc1N/N=C/c1c[nH]c2ccccc12,0.4,1106,+,7.8*,8.0%,i,54.9,0.7,1.0,793,.,.,2.7,1.4,8.4,-4.13,20.3,1.38,0.264
COC(=O)c1c[nH]n2c(=O)c(Cc3ccc(F)cc3Cl)c(C)nc12,-3.5,834,i,5.5,0.4%,i,25.3,1,.,.,3.42*,1230*,3.0,3.6,11.0,1.88,-0.0906,1.29,-1.86
O=C(NCc1ccc2c(c1)OCO2)c1ccc(N2CCCC2=O)cc1,0.4,1190,i,0.9,-0.3%,i,44.1,1.1,5.3,755,-0.64,892,2.4,2.0,8.3,-0.449,0.116,0.0518,0.4
O=C1COc2ccc(C(=O)CSc3nnnn3-c3ccccc3)cc2N1,-3.3,844,i,1.2,-2.8%,i,24.9,1.1,.,.,0.54,1414,0.9,0.9,12.0,-0.866,0.0532,-0.424,0.857
O=C(NC1=NCCS1)c1ccccc1OCc1ccccc1Cl,-0.8,1087,i,0.4,14.1%,i,8.7,1.2,-9.3,748,0.96,1287,1.9,2.0,3.3,-0.791,-0.267,-0.299,0.587
Cc1ccc(OCc2cnc(Cl)s2)c(C)c1,0.2,938,i,0.7,2.6%,i,0.5,1.1,1.4,713,-0.14,1563,4.6,2.4,9.1,1.24,-0.329,0.998,-0.306
COc1cc(CCC(O)CC(=O)CCc2ccccc2)ccc1O (stereo not drawn),1.3,991,i,2.9,9.6%,i,8.9,1,10.3,734,0.36,1338,2.3,1.1,10.4,-1.17,-0.142,-0.551,0.437
C=CCn1c(SCC(=O)c2ccc(Br)cc2)nnc1C(CC(C)C)NC(=O)c1cccs1 (stereo not drawn),.,.,i,0.6,9.4%,i,40.4,1.1,0.6,741,-0.96,876,0.9,1.1,6.0,-0.378,0.26,0.124,-0.124
CCc1ccc2c(c1)c1nc(C)sc1n2CC(=O)OC,2.2,1037,i,1.1,8.2%,i,18.9,1,4.8,792,0.33,906,1.8,2.2,9.3,-0.844,0.071,-0.201,0.358
O=C(NC1=NCCS1)c1ccc(-c2ccc(Cl)cc2)o1,.,.,i,0.0,-2.6%,i,45.5,1.3,.,.,0.19,958,2.4,1.9,6.0,-0.336,3.47,0.612,-0.718
COCC(=O)n1nc(-c2ccccc2)nc1NCc1ccccc1,-0.1,1571,i,0.8,6.4%,.,.,0.5,2.2,717,-0.06,1453,4.1,3.6,6.2,1.57,-0.302,1.18,-0.613
COc1ccc(N2CCN(CC(=O)c3c(C)n(C)c4ccc(OC)cc34)CC2)cc1,1.5,1334,i,0.6,.,i,29.7,.,-9.7,743,0.41,1072,.,.,.,0.498,-0.226,0.703,-0.401
Cc1ccc(CNc2ccc(N3C(=O)CC(C)C3=O)cc2[N+](=O)[O-])cc1 (stereo not drawn),-3.7,561,i,0.3,-2.3%,i,41.4,0.9,-1.4,566,0.05,1169,2.5,2.5,7.7,1.15,-0.0393,1.11,-2.09
COc1ccc(NC(=O)Cn2cc(S(=O)(=O)Cc3ccccc3)c3ccccc32)c(OC)c1,1.8,1070,i,0.2,10.7%,i,27.0,1.1,4.3,554,1.29,1548,3.3,4.1,7.1,-1.09,-0.237,-0.741,0.153
C=CCN1C=C2C(=O)C(C)(OC(=O)CCC(=O)OC)C(=O)C=C2C=C1C1CC1 (stereo not drawn),1.8,1116,i,2.0,.,i,20.8,.,6.1,739,0.57,793,.,.,.,1.29,-0.673,0.728,-0.972
COc1cc(NS(=O)(=O)c2ccc(NC(=O)COc3ccc(C)cc3C)cc2)nc(OC)n1,-1.1,1569,i,6.1,12.6%,i,14.4,1.1,.,.,0.58,1428,3.5,2.5,7.5,-0.155,-0.247,0.0824,0.0672
c1ccc(-c2csc(-c3cccnc3)n2)cc1,-0.6,1075,i,0.3,8.0%,i,46.4,1.1,6.3,686,0.37,1436,1.3,1.3,2.1,-0.875,-0.257,-0.227,-0.247

# Sorted by heavy-atom count (rising): some entries from above
SMILES,b-catenin transl,b-catenin transl cell count 5 µM,Myeloid diff MLP,Myeloid diff MLP GFP+ MAC1+ %,PMI inhibitors,T cell modulator,T cell modulator vesicle-bound %,TNAP activators,Lipid droplet,Lipid droplet cells 6.5 µM,Ins promoter up,Ins promoter up cell count,MT stabilize HCS,MT stabilize HCS Hoechst-high %,MT stabilize HCS cytotoxicity %,Dynein cargo inh,Dynein cargo inh cytoplasmic EGFP,Dynein cargo inh nuclear GR-EGFP,Dynein cargo inh cell count
C=CCn1c(=O)n(C(=O)OCC)c2cc(Br)ccc21,-0.7,871,i,0.3,-2.8%,i,18.8,1,15.9,722,-0.15,1262,7.5,1.8,2.4,0.0239,-0.303,-0.157,0.384
O=C(NC1=NCCS1)c1ccc(-c2ccc(Cl)cc2)o1,.,.,i,0.0,-2.6%,i,45.5,1.3,.,.,0.19,958,2.4,1.9,6.0,-0.336,3.47,0.612,-0.718
O=C(CCCn1c(=S)[nH]c2cc3c(cc2c1=O)OCO3)N1CCN(c2ncccn2)CC1,0.2,1326,i,4.4,1.6%,i,10.7,1,.,.,-0.46,1633,1.4,0.9,11.3,-0.781,-0.159,-0.416,0.925

# An unsorted share of the library; overall some 3% were active at least once.
